procasp3 activ = activators of human procaspase-3. recombinant procaspase-3 D3A, Ac-DEVD-pNA absorbance 405 nm. activation, % at 8.5 µM. P42574. 330,000 compounds, 0.11% hits;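 active = activation above the mean of all tested compounds plus 3 SD, cut at about 21% in these data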;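 note: 0% = DMSO alone and 100% = DMSO wells spiked with extra 5 µM PC-3 D3A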
Target sequence (P42574 whole entry D9A/D28A/D175A): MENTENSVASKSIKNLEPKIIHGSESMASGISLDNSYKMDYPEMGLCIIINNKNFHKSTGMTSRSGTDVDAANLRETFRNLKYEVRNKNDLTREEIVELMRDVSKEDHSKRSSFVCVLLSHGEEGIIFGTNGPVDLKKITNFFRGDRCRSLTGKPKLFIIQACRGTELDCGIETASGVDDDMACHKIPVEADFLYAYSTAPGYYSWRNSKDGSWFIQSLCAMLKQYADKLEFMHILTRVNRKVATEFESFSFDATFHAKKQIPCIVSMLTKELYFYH
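Assay system – Procaspase-3 D3A mutant, all three cleavage aspartates alanine · Controls – DMSO-only low control, 5 µM PC-3 D3A high control · Schedule – 1 h compound preincubation, 2 h substrate hydrolysis at 25 °C · Signal – 405 nm absorbance of p-nitroaniline, reads at 0 and 120 min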
AHR act = activates the human aryl hydrocarbon receptor | activation, % at 5 µM | AHR-responsive luciferase reporter cells, luminescence | AID 2796 | 320,000 compounds, 2.5% hits | P35869; in the data active = activation above about 47%;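 note: 0% = vehicle wells and 100% = reference agonist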
proCasp7 act = counter-screen: procaspase-7 (human) activation; recombinant procaspase-7, Ac-DEVD-pNA absorbance 405 nm; D23A/D198A/D206A triple mutant, cannot self-cleave; scale: DMSO 0, 5 µM enzyme 100; activation, % at 8.5 µM; 330,000 compounds, 0.093% hits; AID 463210;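 active = percent activation above the screen-wide mean plus 3 SD, cut at about 25% in these data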
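Assay system: Uncleavable procaspase-7 mutant enzyme | Input: 2 µM procaspase-7 mutant as dispensed | Timing: 1 h compound preincubation, 2 h substrate cleavage, 25 °C | Repeats: One well per compound | Control set: DMSO wells as 0%, DMSO with 5 µM added PC-7 as 100% | Technique: Epi-absorbance of released pNA at 405 nm, two timepoints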
Starred values were filed as active, the others as inactive. A portion of the library; count on the stated rates, not on these rows.

| entry | SMILES | procasp3 activ | AHR act | proCasp7 act |
| --- | --- | --- | --- | --- |
| 1 | C[C@H](CO)N1C[C@H](C)[C@@H](CN(C)Cc2ccc(-c3ccccc3)cc2)Oc2c(NS(=O)(=O)c3ccccc3)cccc2C1=O | -2 | 0 | 4 |
| 2 | Cc1noc(C)c1S(=O)(=O)N(C)C[C@H]1Oc2ccc(NC(=O)C3CCCCC3)cc2C(=O)N([C@H](C)CO)C[C@@H]1C | 7 | -2 | 11 |
| 3 | COc1ccc(NC(=O)N(C)C[C@H]2Oc3ccc(NC(=O)CCN4CCOCC4)cc3C(=O)N([C@H](C)CO)C[C@@H]2C)cc1 | 0 | 0 | 0 |
| 4 | C[C@@H]1CN([C@@H](C)CO)C(=O)c2cc(NC(=O)CCC(F)(F)F)ccc2O[C@H]1CN(C)S(=O)(=O)c1ccc(Cl)cc1 | -5 | -1 | 4 |
| 5 | Cn1cnc(C(=O)NCc2ccc(CNC(=O)OC(C)(C)C)cc2)c1C(=O)NCc1ccc(CNC(=O)OC(C)(C)C)cc1 | 5 | -1 | 4 |
| 6 | COc1ccc(S(=O)(=O)N(C)C[C@H]2Oc3c(NC(=O)NC4CCCCC4)cccc3C(=O)N([C@H](C)CO)C[C@@H]2C)cc1 | -6 | 1 | 7 |
| 7 | Cc1noc(C)c1NC(=O)Nc1ccc2c(c1)CC(=O)N([C@H](C)CO)C[C@@H](C)[C@H](CN(C)CC1CCCCC1)O2 | 2 | -1 | 11 |
| 8 | Cc1noc(C)c1S(=O)(=O)N(C)C[C@H]1Oc2ccc(NC(=O)NC(C)C)cc2C(=O)N([C@H](C)CO)C[C@@H]1C | 5 | -1 | 2 |
| 9 | Cc1noc(C)c1NC(=O)N(C)C[C@H]1Oc2c(NC(=O)Nc3ccc(C(F)(F)F)cc3)cccc2C(=O)N([C@H](C)CO)C[C@@H]1C | 2 | 0 | -2 |

Laid out differently: results already given.
The line under a structure holds: procasp3 activ	AHR act	proCasp7 act
3: COc1ccc(NC(=O)N(C)C[C@H]2Oc3ccc(NC(=O)CCN4CCOCC4)cc3C(=O)N([C@H](C)CO)C[C@@H]2C)cc1
→ 0	0	0
7: Cc1noc(C)c1NC(=O)Nc1ccc2c(c1)CC(=O)N([C@H](C)CO)C[C@@H](C)[C@H](CN(C)CC1CCCCC1)O2
→ 2	-1	11

Some entries already given, showing only proCasp7 act and AHR act:
| item | SMILES | proCasp7 act | AHR act |
| --- | --- | --- | --- |
| 6 | COc1ccc(S(=O)(=O)N(C)C[C@H]2Oc3c(NC(=O)NC4CCCCC4)cccc3C(=O)N([C@H](C)CO)C[C@@H]2C)cc1 | 7 | 1 |
| 2 | Cc1noc(C)c1S(=O)(=O)N(C)C[C@H]1Oc2ccc(NC(=O)C3CCCCC3)cc2C(=O)N([C@H](C)CO)C[C@@H]1C | 11 | -2 |
| 3 | COc1ccc(NC(=O)N(C)C[C@H]2Oc3ccc(NC(=O)CCN4CCOCC4)cc3C(=O)N([C@H](C)CO)C[C@@H]2C)cc1 | 0 | 0 |
| 4 | C[C@@H]1CN([C@@H](C)CO)C(=O)c2cc(NC(=O)CCC(F)(F)F)ccc2O[C@H]1CN(C)S(=O)(=O)c1ccc(Cl)cc1 | 4 | -1 |

Assay outcomes: PubChem BioAssay, The Scripps Research Institute Molecular Screening Center
